Screens (PubChem)
TCR activator: activators of T cell receptors | AID 504894 | Potency, µM (doses to about 9.22 µM), for inactives: at the top dose activation of IL-2 secretion, actives largely listed as activators | 330,000 tested, under 10 active | primary human leukocytes, anti-CD3, IL-2 HTRF, 48 h; also: % of control where 0% means no effect
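Human primary leukocytes + a-CD3 beads + cpd, 48 hr; IL-2 in supernatant by HTRF (ex 320nm / em 665nm). No co-stimulatory signal supplied.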
S-ASM inh: inhibitors of human secretory acid sphingomyelinase. P17405. placental ASM, HMU-PC fluorogenic substrate, 60 min. Potency, µM (doses to about 57.5 µM), without a hit: at the top dose activity change, negative = inhibition, usual class: inhibitors. 340,000 tested, 0.006% active; also: potency is read from the fitted curve at half-maximal effect
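HMU-PC0 cleavage (9 uM final) by human placental ASM, 60 min at 37 °C following 10 min compound exposure at RT; stopped at pH 10, fluorescence Ex 386/Em 447 nm.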
MLL CXXC-DNA inh: MLL CXXC-DNA interaction inhibition; Potency, µM (highest dose often 115 µM), without a hit: top-dose activity change, negative = inhibition, usual class: inhibitors; MLL-CXXC / FITC-HOXA9 DNA fluorescence polarization; 290,000 tested, 0.037% active; Q03164; active = well fitted inhibition curve with a large enough effect in the polarisation, with a control signal flat, not every such curve was filed as active; inconclusive = small, poorly fitted or top-dose-only effect, or effect the other way, or a change in a side signal; inactive = no such curve, though single readings can be large or run the other way; the % refers to the polarisation; also: potency is read from the fitted curve at half-maximal effect
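Purified MLL-CXXC (added from a 7 uM solution) was preincubated 5 min at ambient with pinned compounds in 50 mM Tris-HCl pH 7.5, 50 mM NaCl, 1 mM DTT, 0.05% BSA. Fluorescein-labeled HOX-A9 DNA (50 nM solution) followed, 30 min, then polarization read.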
TSHR antag: antagonists of human thyroid stimulating hormone receptor; P16473; activity change, negative = inhibition, % at 11.5 µM; TSHR-expressing cells, TSH-stimulated cAMP HTRF, 2 h; stronger effect = lower value; 330,000 tested, 0.2% active; AID 504810;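 active = activity change below a set negative limit, meaning inhibition stronger than a set level, cut at about -70% in these data; inconclusive = activity change between two set negative limits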; also: % is scaled to controls: 0 for no effect and ±100 for the full control effect
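TSHR-expressing cells, 200/well, pre-treated with compound, then stimulated with EC80 TSH (4nM final) for 2 hours at 37 deg C. cAMP measured by competitive HTRF: anti-cAMP cryptate antibody in lysis buffer plus cAMP-d2, read after 30 minutes at room temperature.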
a7 integrin act: activates integrin-mediated alleviation for muscular dystrophy; alpha7betagal myoblasts, beta-gal FDG fluorescence, 48 h; Potency, µM (series often up to 38.3 µM), inactives show at the highest dose activation, most hits filed as activators; 350,000 tested, 0.064% active; AID 624291;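 also: potency is read from the fitted curve at half-maximal effect; 100% = response of the positive control SU9516; nearly all actives have a fitted effect of over 60% in size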
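alpha7betagal+/- myoblasts (passage 13, 250/well) treated 48 h at 37C with compounds at 1:260 dilution of DMSO stock. Lysed, then beta-galactosidase activity read as FDG fluorescence (ex 480/em 540) after 30 min, with pre-read for autofluorescence.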
Mito fusion yeast: mitochondrial division inhibition or fusion activation; 320,000 tested, 0.23% active; Potency, µM (highest dose often 46.1 µM), for inactives: at the highest dose growth rescue (activation), hits mostly activators; S. cerevisiae fusion-defective mutant growth rescue, CellTiterGlo 48 h;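 also: potency is read from the fitted curve at half-maximal effect; % of control where 0% means no effect; nearly all actives have a fitted effect of over 45% in size; temperature-sensitive fusion mutants such as fzo1-1 at 37 °C on non-fermentable ethanol glycerol medium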
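Read-out: ATP-based luminescence (CellTiterGlo, 10 min ambient) reporting growth of fusion-defective ts yeast after 48 hours at 37C on glycerol/ethanol YPEG medium in the presence of compound.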
MBNL1 CUG block: inhibitors of human MBNL1 binding to CUG repeat RNA; AID 2675; Potency, µM (top dose mostly 57.5 µM), for inactives: at the top dose activity change, negative = inhibition, actives largely listed as inhibitors; 280,000 tested, 0.036% active; Q9NR56; TR-FRET MBNL1-His/biotin-(CUG)12 binding, 665/545 ratio; active = well fitted inhibition curve with a large enough effect in the signal ratio, with a control signal flat, not every such curve was filed as active; inconclusive = small, poorly fitted or top-dose-only effect, or effect the other way, or a change in a side signal; inactive = no such curve, though single readings can be large or run the other way; the % refers to the signal ratio; also: potency is read from the fitted curve at half-maximal effect; % is scaled to controls: 0 for no effect and ±100 for the full control effect
Target sequence (Q9NR56 whole entry, looked up): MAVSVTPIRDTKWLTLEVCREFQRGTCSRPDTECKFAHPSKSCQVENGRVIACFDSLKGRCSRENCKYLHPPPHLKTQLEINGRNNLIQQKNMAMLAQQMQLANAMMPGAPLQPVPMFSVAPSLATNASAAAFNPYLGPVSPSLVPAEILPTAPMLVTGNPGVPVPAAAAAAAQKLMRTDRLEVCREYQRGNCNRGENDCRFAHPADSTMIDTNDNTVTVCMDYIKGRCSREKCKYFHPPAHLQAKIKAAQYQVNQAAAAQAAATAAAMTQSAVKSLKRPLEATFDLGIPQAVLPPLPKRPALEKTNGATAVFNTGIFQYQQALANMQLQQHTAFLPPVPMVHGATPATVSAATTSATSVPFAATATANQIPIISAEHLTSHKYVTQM
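His-tagged MBNL1 binding to biotinylated (CUG)12 RNA was measured by TR-FRET using terbium anti-His antibody (0.055 ng/ul final) and streptavidin-XL665 (5 nM final). Compounds were titrated 92 nM to 58 uM; 60 min at room temperature.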
TSG101-PTAP inh: blocks PTAP/TSG101 interaction to inhibit HIV-1 budding. 340,000 tested, under 10 active. Q99816. Potency, µM (highest dose often 115 µM), for the others: top-dose activity change, negative = inhibition, most hits filed as inhibitors. Fluorescence polarization, FITC-PTAP peptide / Tsg101 binding; active = well fitted inhibition curve with a large enough effect in the main read-out, with a control signal flat, not every such curve was filed as active; inconclusive = small, poorly fitted or top-dose-only effect, or effect the other way, or a change in a side signal; inactive = no such curve, though single readings can be large or run the other way; also: potency is read from the fitted curve at half-maximal effect; % of control where 0% means no effect
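Fluorescence polarization binding of Tsg101 binding domain (10 uM final) to FITC-labeled PTAP peptide (50 nM final) in HEPES pH 7.5 buffer with NaCl, Tween 20, EDTA, TCEP. Compounds added before peptide; binding 20 min at RT.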
AT treatment: potential ataxia-telangiectasia treatment. […] A-T fibroblasts, KAP-1 phosphorylation AlphaLISA; neocarzinostatin DNA damage 30 min before lysis. Potency, µM (top dose mostly 57.5 µM), inactives show top-dose activation, usual class: activators. 320,000 tested, 0.19% active; also: potency is read from the fitted curve at half-maximal effect; % of control where 0% means no effect; nearly all actives have a fitted effect of over 45% in size
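hTERT-immortalized A-T patient fibroblasts ([…]), 500 cells/well in OPTI-MEM, 1% FBS, got compounds for 60 min, then NCS for 30 min at 37C. Lysates were then assayed for phospho-KAP-1 by AlphaLISA (anti-pKAP1 donor, anti-KAP1 acceptor beads), 6 hr at 25C.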
Menin-MLL TR inh: inhibitors of human menin-MLL interaction, mutant MLL peptide; Potency, µM (highest dose often 61.6 µM), without a hit: top-dose FP activity change, negative = inhibition, usual class: inhibitors; 270,000 tested, 0.23% active; O00255; Menin + Texas Red MLL mutant peptide, fluorescence polarization; AID 1768; active = well fitted inhibition curve with a large enough effect in the polarisation, with a control signal flat, not every such curve was filed as active; inconclusive = small, poorly fitted or top-dose-only effect, or effect the other way, or a change in a side signal; inactive = no such curve, though single readings can be large or run the other way; the % refers to the polarisation; also: potency is read from the fitted curve at half-maximal effect; % of control where 0% means no effect; many of its hits are not listed in these tables
Target sequence (O00255 whole entry, looked up): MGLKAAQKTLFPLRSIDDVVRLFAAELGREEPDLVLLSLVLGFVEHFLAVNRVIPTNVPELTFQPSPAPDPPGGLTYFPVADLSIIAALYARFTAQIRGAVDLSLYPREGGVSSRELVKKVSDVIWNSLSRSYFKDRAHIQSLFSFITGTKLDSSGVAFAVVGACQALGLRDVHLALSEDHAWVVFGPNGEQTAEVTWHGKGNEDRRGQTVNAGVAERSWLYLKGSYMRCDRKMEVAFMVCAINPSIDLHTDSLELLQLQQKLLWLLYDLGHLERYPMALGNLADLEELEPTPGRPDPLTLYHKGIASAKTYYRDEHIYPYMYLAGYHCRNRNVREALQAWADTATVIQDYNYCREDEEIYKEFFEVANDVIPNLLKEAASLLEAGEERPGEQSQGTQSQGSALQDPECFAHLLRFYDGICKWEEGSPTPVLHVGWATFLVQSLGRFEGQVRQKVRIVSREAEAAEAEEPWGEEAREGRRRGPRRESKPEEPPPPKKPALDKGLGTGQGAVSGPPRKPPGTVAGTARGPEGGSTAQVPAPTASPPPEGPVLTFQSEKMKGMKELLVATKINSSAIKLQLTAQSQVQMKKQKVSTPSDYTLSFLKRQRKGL
Numbers without * were called inactive; i = inactive; ? = inconclusive; / = no result given; [ ] = another dose, or the depositor's remark. Unless noted, calls follow the shape of the dose curve; as a rule, active = well fitted curve in the direction sought with a large enough effect; inconclusive = small, poorly fitted or top-dose-only effect, or another doubt; inactive = no such curve, though single readings can be large; an effect the other way counts as inactive or inconclusive. These rows are one share of the data (hit frequency here may not be typical).

SMILES | TCR activator | S-ASM inh | MLL CXXC-DNA inh | TSHR antag | a7 integrin act | Mito fusion yeast | MBNL1 CUG block | TSG101-PTAP inh | AT treatment | Menin-MLL TR inh
COc1ccc(C(=O)Nc2ccc(OC)c([N+](=O)[O-])c2)cc1Br | 1% | -1% | 10% | -10 | -32% | 6% | -4% | -1% | 0% | ?
CCCc1ncc(C(O)(c2ccccc2)c2ccccc2)n1C | 3% | 1% | 0% | 10 | 13% | 1% | 0% | -2% | 3% | -20%
CC(C)C[C@@H](CN1CCCC1CN1C(=S)NC[C@@H]1Cc1ccc(O)cc1)N1C[C@H](Cc2ccccc2)N(CC2CCCCC2)C1=S (some centres not stated) | 2% | -16% | / | / | 6% | / | / | -3% | / | /
Cc1cc(C(=O)Nc2c(F)cc(F)cc2Br)c(C)o1 | -1% | 2% | -3% | 4 | 0% | 1% | -1% | -4% | -7% | 22%
CC(C)CNC(=O)CN1C(=O)NC(Cc2c[nH]c3ccccc23)C1=O (configuration not stated) | 4% | 1% | -3% | -2 | -22% | 8% | -3% | 3% | -1% | -5%
C=CCc1c(C)nc(-c2ccccc2)nc1N/N=C/c1ccccc1 | -5%[46.1 µM] | -5% | 11% | -12 | 11µM* | -1% | 9% | -2% | 3% | 38%[activator]
Oc1cccc(-c2nc3ccc4ccccc4c3c3c2CCC3)c1 | 2% | -22% | 17% | -38 | -41% | ? | 2% | 0% | 1% | -29%
O=C(O)C(c1ccccc1)c1ccccc1 | -5% | -7% | / | / | -3% | / | / | 0% | / | /
COc1ccc(NC(=O)C2CCN(S(=O)(=O)c3c(C)noc3C)CC2)cc1 | 3% | -1% | -8% | 3 | -22% | 1% | 0% | -2% | 0% | /
COc1cc(-c2nnc(SCC(=O)Nc3ccc4c(c3)OCCO4)o2)cc(OC)c1OC | -5% | -3% | 0% | -1 | -27% | -1% | -8% | -6% | -1% | 5%
CCOC(=O)CSc1ccc2nnc(-c3cccnc3)n2n1 | -1% | 3% | 2% | 4 | 31% | 0% | 5% | -3% | -4% | -14%
CC(C)[C@H](NC(=O)N1CCn2c1nc1ccccc12)C(=O)N1CCCCC1 | 3% | -6% | 1% | 3 | -37% | 0% | -8% | -8% | -9% | /
Cc1ccc(S(=O)(=O)N2CCCCC2)cc1C(=O)N1CCCC1 | 3% | 4% | 16% | -2 | -10% | 1% | 2% | / | 4% | /
Cc1c(O)ccc2c(CN3CCOCC3)cc(=O)oc12 | -6% | i | 35%[activator] | 3 | -23% | -1% | 18% | -2% | 2% | -7%
COc1ccc(-c2cc(C)nc(SCc3cccc(C(=O)O)c3)n2)cc1 | -4%[46.1 µM] | 11% | 12% | -17 | 7% | ? | -2% | 0% | 0% | -3%
COc1ccc(CCNC(=O)C(=O)N2CCCC2)cc1OC | -12% | -1% | -5% | 4 | 21% | -8% | 0% | -4% | 0% | -17%
CC(Sc1nnnn1C)C(=O)NC1CCCC1 (configuration not stated) | -3% | -1% | / | 3 | -23% | / | / | 1% | 20% | /
Cc1cc(=O)n2c3ccccc3n(CC(O)CN3CCC(C)CC3)c2c1C#N (configuration not stated) | 4%[46.1 µM] | 6% | 1% | -2 | -27% | -1% | ? | -2% | -3% | 9%
O=C(Nc1ccccc1N1CCOCC1)c1cccc2c(Br)cccc12 | -4% | -4% | 2% | 1 | -20% | 3% | 4% | 0% | -11% | 12%
COc1ccc(NC(=O)c2cccc3c(Br)cccc23)cc1 | -1% | 3% | 20% | -6 | 11% | 0% | 11% | 4% | 1% | ?
Cc1ccc(C)c(C(=O)COC(=O)c2cc([N+](=O)[O-])ccc2NCCO)c1 | -5%[46.1 µM] | / | 10% | -23 | -10% | 21% | ? | 0% | -2% | ?
COc1ccc(-c2nc(CN3CCC(C(=O)N4CCOCC4)CC3)c(C)o2)cc1OC | -1% | 4% | 23% | -5 | 3% | -1% | -6% | -7% | -14% | /
CCC(C)(C(=O)NC1CCCC1)N(C(=O)CC1NC(=O)NC1=O)c1ccc(C)cc1 (configuration not stated) | -1% | -1% | 17% | 11 | -25% | 0% | -7% | -3% | -1% | 0%
Cc1cccc(N(Cc2ccccc2)C(=O)c2ccccc2S(C)(=O)=O)c1 | 10% | -1% | 0% | 5 | 16% | 2% | 1% | -8% | -6% | /
Cc1nn(-c2ccccc2)c(C)c1/C=N/N1CCN(c2ccccc2)CC1 | -4% | -3% | -2% | -7 | -4% | -2% | ? | 1% | -9% | -3%
CCNC(=O)NC(=O)COC(=O)CCCSc1nc2ccccc2s1 | -5%[46.1 µM] | -1% | 1% | -5 | 12% | -2% | -14% | 0% | 12% | -17%
c1ccc(Nc2nnc(-c3cccc4ccccc34)o2)cc1 | 2% | 14% | 1% | -7 | -40% | -5% | 2% | -1% | -10% | /
CCCCn1nnnc1SCC(=O)c1cc(Cl)ccc1OC | 0% | -3% | -1% | -14 | -25% | 0% | -6% | -3% | 2% | 20%
Cc1cccc(C)c1NC(=O)C(=O)NCc1ccccn1 | 1% | 4% | -1% | -24 | 37% | -1% | -3% | -5% | -3% | 17%
CC(C)CCCNc1nc(N2CCOCC2)nc(N2CCOCC2)n1 | 3%[46.1 µM] | 0% | 6% | -7 | 20% | 16% | 8% | -3% | 7% | 1%
COc1cc(NC(=O)CN(C)S(=O)(=O)c2ccc3c(c2)CC(C)N3C(C)=O)cc(OC)c1 (configuration not stated) | 8% | 0% | -8% | 41 | 44% | 5% | -2% | 2% | 17% | /
Cc1cc(C)n2nc(SCC(=O)N3CCCCC3C)nc2n1 (configuration not stated) | 6% | 5% | / | 7 | 0% | / | / | -5% | -2% | /
Cc1ccc(N2C(=O)C(O)(C(F)(F)F)C3=C2CC(C)(C)CC3=O)cc1 (configuration not stated) | 1%[46.1 µM] | 4% | 16% | 1 | 8% | -5% | -4% | -3% | 1% | 5%
COc1ccc(Cl)cc1NC(=O)CN(C)C(=O)c1cc(-c2ccncc2)nc2ccccc12 | 1% | -2% | / | -3 | -51%[inhibitor] | 18% | / | 4% | 9% | /
CCCC1(c2ccccc2)NC(=O)N(CC(=O)Nc2cc(OC)cc(OC)c2)C1=O (configuration not stated) | 4% | -17% | 35%[activator] | -13 | 37% | -3% | -3% | -4% | -1% | 16%
O=C(CSC1=NCCS1)NCc1ccco1 | -119% | 1% | 12% | 0 | -21% | -1% | 3% | -1% | 8% | 6%
Cc1ccc(/C(N)=N/OC(=O)c2cc(-c3ccccc3)nc3ccccc23)cc1 | 4% | -4% | 5% | 7 | 25% | -3% | -4% | -1% | 3% | 18%
Oc1[nH]c2ccc(Br)cc2c1N=NC(=S)NCC1CCCO1 (configuration not stated) | -4% | -27% | -7% | 8 | 19% | ? | ? | 4% | -19% | /
Cc1ccc(C2(C)NC(=O)N(CC(=O)Nc3ccccc3C(=O)N3CCCCC3)C2=O)cc1 (configuration not stated) | 4% | 3% | / | 18 | 23% | -5% | / | 0% | 2% | /
C#CCOCCOCCOCCNc1nc(N2CCOCC2)nc(N2CCN(C(=O)CCCCCCCCCCNC(=O)[C@@H](CCC(=O)O)n3cc(CCCCCN)nn3)CC2)n1 | 7% | -1% | / | 2 | 14% | -2% | / | / | 21% | /
COc1ccc(C(C)=O)cc1CC(=O)N(Cc1ccccc1)c1ccccc1 | -1% | -3% | 13% | -10 | 12% | 9% | 3% | 0% | -2% | -1%
O=C(NCCNC(=O)C1CC2CCC1C2)C1CC2CCC1C2 (configuration not stated) | -2% | 3% | 2% | 15 | 1% | -3% | -6% | -2% | 6% | -7%
CCCCn1c(N)c(N(CC)C(=O)C2=NN(c3ccccc3)C(=O)CC2)c(=O)[nH]c1=O | 0% | -1% | / | 1 | 11% | 2% | / | -7% | -10% | /
O=C1NC(NS(=O)(=O)c2ccccc2)(C(F)(F)F)C(=O)N1c1cccc(Cl)c1 (configuration not stated) | 2% | 11% | -6% | 21 | 7% | 2% | -6% | 2% | 15% | /
CCOC(=O)C1CCN(C(=O)CCc2c(C)nc3cc(-c4ccc(OC)cc4OC)nn3c2C)CC1 | 1% | 3% | 0% | 10 | -24% | -7% | 2% | -5% | 1% | ?
